Source: PubChem BioAssay (several laboratories)
phage Ecoli inh = E. coli growth loss with phage present | growth absorbance | inhibition, % at 11.9 µM | 0.26% of 360,000 active | AID 651602; in the data active = inhibition above about 11%
PKA-R1A activ = activates the PKA-R1A holoenzyme complex; P00514+P68181; PKA-R1A dissociation, Cy5-IP20 fluorescence polarization; scaled: DMSO 0%, 113 µM cGMP 100%; activation, % at 11.4 µM; 0.083% of 340,000 active;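 active = percent activation above the mean of all tested compounds plus 3 SD, cut at about 19% in these data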;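 also: higher means more PKAc released from R1A so a rise in polarization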
PKA-R2B act = activators of human PKA-R2B complex. P22694+P31323. activation, % at 11.4 µM. AID 504700. PKA-R2B holoenzyme dissociation, Cy5-IP20 fluorescence polarization; R2B truncated from residue 108, S112A mutant; 0% DMSO only, 100% 113 µM cGMP. 0.079% of 340,000 active;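 active = activation above a cutoff set at the mean over all compounds plus 3 SD, cut at about 18% in these data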;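 also: higher means more holoenzyme dissociation and a rise in polarization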
Target sequence (P31323 whole entry, looked up, other chains not shown, the tested form may be a part): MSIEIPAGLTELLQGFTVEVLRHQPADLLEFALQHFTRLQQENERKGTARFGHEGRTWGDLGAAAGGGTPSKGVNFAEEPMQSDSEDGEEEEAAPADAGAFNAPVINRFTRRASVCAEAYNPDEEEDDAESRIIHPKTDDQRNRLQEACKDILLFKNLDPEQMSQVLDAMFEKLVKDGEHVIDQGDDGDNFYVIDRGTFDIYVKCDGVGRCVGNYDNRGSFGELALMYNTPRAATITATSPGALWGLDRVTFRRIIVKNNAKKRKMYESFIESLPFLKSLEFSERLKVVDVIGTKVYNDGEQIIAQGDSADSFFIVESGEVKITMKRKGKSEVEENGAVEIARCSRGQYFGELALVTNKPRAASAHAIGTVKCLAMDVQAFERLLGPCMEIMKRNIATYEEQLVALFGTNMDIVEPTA
HTR5A inv ctr = counter-screen for OPRM1-OPRD1 inverse agonists: human HTR5A inverse agonism; 0.083% of 340,000 active; P47898; inhibition, % at 9.3 µM; HTR5A cell line, luminescence; in the data active = inhibition mostly above about 23%, no sharp cut-off; inactive = mostly below about 18%;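 also: 0% = cells with DMSO and 100% = no-cell wells with DMSO; some compounds called inactive have numbers as strong as hits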
Target sequence (P47898 whole entry, looked up): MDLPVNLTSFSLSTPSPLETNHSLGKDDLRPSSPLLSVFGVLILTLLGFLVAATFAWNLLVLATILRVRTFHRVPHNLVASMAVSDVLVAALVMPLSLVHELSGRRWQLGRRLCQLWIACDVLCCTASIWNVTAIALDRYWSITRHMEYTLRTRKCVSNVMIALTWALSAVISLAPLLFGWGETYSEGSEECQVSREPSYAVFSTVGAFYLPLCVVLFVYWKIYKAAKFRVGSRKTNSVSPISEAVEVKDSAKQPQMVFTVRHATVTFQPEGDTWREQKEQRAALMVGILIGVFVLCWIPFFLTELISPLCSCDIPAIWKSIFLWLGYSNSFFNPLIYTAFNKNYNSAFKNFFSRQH
Ecoli viability = reduces bacterial viability in AddAB counter-screen; 0.27% of 330,000 active; E. coli V3065 growth, OD600 absorbance, 18 h; inhibition, % at 11.9 µM;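 active = inhibition above the campaign's mean inhibition across all tested compounds plus 3 SD, cut at about 9.9% in these data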;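 also: uninfected addAB+ strain grown without phage in ampicillin broth; 0% = DMSO wells and 100% = ciprofloxacin 0.95 µg/ml wells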
DAGLB inhibitor = blocks human DAGLB lipase activity | 0.059% of 340,000 active | inhibition, % at 5.17 µM | Q8NCG7 | AID 504411 | HEK293T DAGLB membrane lysate, EnzChek fluorogenic substrate; in the data active = inhibition above about 34%;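 also: 0% = enzyme with vehicle and 100% = wells lacking enzyme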
Tat transport = E. coli Tat transport inhibition. 0.036% of 340,000 active. E. coli MC4100 TorA-mCherry Tat export, fluorescence. inhibition, % at 10 µM. AID 488895;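 active = mean replicate inhibition at least 50% and at least half of replicates individually reaching 50%; inconclusive = only one of the two criteria met; inactive = neither criterion met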;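 also: exported cargo escapes ClpAP degradation while cytoplasmic cargo is degraded and loses fluorescence; 0% = median of neutral control wells and 100% = median of NaSCN control wells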
HTR5A ag ctr = activates human HTR5A in OPRM1-OPRD1 agonist counter-screen | HTR5A agonist assay, luminescence, cell-based | activation, % at 9.3 µM | 0.61% of 340,000 active | AID 504692; in the data active = activation mostly above about 9.5%, no sharp cut-off; inactive = mostly below about 7.6%;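 also: 0% = cells with vehicle only and 100% = reference agonist; strong numbers were not always called active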
CDK5 p35 inh = CDK5/p35 (human) kinase inhibition; AID 488839; 0.01% of 330,000 active; Recombinant CDK5/p35, ADP-Glo luminescence, 60 min; inhibition, % at 10 µM; Q00535+Q15078;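 active = highest replicate inhibition of at least 50% and at least 75% of replicates reaching 50%; inconclusive = only one of the two criteria met; inactive = both criteria failed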;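 also: plate controls were DMSO neutral control for no effect and GW8510 at 10 µM for full effect; many of its hits are not listed in these tables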
SUMO Mot1 rescue = blocks SUMOylation pathway, rescuing yeast Mot1-301 growth. S. cerevisiae Mot1-301 growth rescue, ATP luminescence, 38.5C; percent above DMSO median, 100 means doubled. growth rescue, % at 18.8 µM. 1% of 320,000 active. AID 2716;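 active = every valid replicate shows activation above 250% relative to neutral control wells; inactive = the rest, any valid replicate at or below 250%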;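 also: OY570 slx delta 5 strain wells were the positive control but not used for scaling; some compounds called inactive have numbers as strong as hits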
AddAB inh = less growth of phage-infected E. coli with AddAB | E. coli expressing H. pylori AddAB, absorbance growth | inhibition, % at 11.9 µM | 0.29% of 330,000 active; in the data active = inhibition above about 12%;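 also: 0% = vehicle wells of infected cells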
Starred values were filed as active, the others as inactive; ? = inconclusive; / = not tested or not shown.

Structure	phage Ecoli inh	PKA-R1A activ	PKA-R2B act	HTR5A inv ctr	Ecoli viability	DAGLB inhibitor	Tat transport	HTR5A ag ctr	CDK5 p35 inh	SUMO Mot1 rescue	AddAB inh
Cc1cc(C)c2nc(SCC(=O)N(C)C3CCS(=O)(=O)C3)cc(C)c2c1 (stereo not drawn)	3.8	-6	-10	2	-0.6	1	-6	-1	-4.7	-7	0.3
Cc1cc(C)cc(NC(=O)CSc2ccc(-c3cccs3)nn2)c1	2.7	-3	-4	-9	0.9	-3	19	4	1.7	-10	0.9
COC(=O)c1[nH]c2ccccc2c1NC(=O)CNC1CCCCC1	2.6	-17	1	3	0.5	0	4	-1	-0.7	-32	3.2
O=S(=O)(Nc1nc(SCc2ccc(Cl)cc2)n[nH]1)c1ccc(F)cc1	2.4	/	/	/	-0.4	/	4	/	0.0	79	2.2
Cc1ccc(C(=O)NNC(=O)c2ccncc2)cc1C	2.2	3	8	0	0.2	-1	-3	0	-0.2	9	3.8
OCCNc1nc2ccccc2n1CC(O)c1ccccc1 (stereo not drawn)	1.3	-8	4	5	-0.8	2	0	2	-0.1	13	0.2
Cc1ccccc1NC(=O)NC1(C(=O)NCC2CCCO2)CCCCC1 (stereo not drawn)	0.6	5	9	-1	3.3	-1	-3	1	1.5	78	-1.1
CCOc1cccc2sc(N(CCN(CC)CC)C(=O)c3cccc([N+](=O)[O-])c3)nc12	3.1	-9	-9	9	-1.2	0	-6	-3	-2.1	-19	-1.3
CC(C(=O)Nc1cccc(S(=O)(=O)N2CCOCC2)c1)N1CCN(c2ccc(F)cc2)CC1 (stereo not drawn)	4.1	-1	1	-5	-3.1	0	6	2	0.0	-3	-1.4
COc1ccc(-n2nc(C(=O)Nc3ccc4c(c3)OCO4)c3ccccc3c2=O)c(OC)c1	1.0	-8	-11	-1	-0.4	-2	4	1	-0.4	292	1.5
COc1cccc(CNCC(O)COc2ccc(C(=O)c3ccccc3)cc2)c1 (stereo not drawn)	1.4	3	4	-2	0.9	0	7	1	-1.0	-10	0.9
C/C(=N\O)C(=O)C(CN1CCCCC1)CN1CCCCC1	1.8	2	0	-6	-2.7	1	-1	-6	-0.5	0	1.1
O=C(COc1ccc(C(=S)N2CCC(Cc3ccccc3)CC2)cc1)N1CCOCC1	-1.9	-3	8	-43	-0.8	-1	5	15*	4.3	6	-0.7
Cc1ccc(-c2nnn(CC(=O)N3CCCCC3)n2)c(-n2cnnn2)c1	1.0	4	3	8	1.3	-1	6	-5	-0.7	-5	-1.1
NC(=Nc1ccccc1)Nc1ccccc1	3.8	-2	-10	-2	-1.7	-2	10	1	0.4	-28	0.5
Cc1ccc(C)c(NC(=O)c2cc(-c3cc(C)cc(C)c3O)n[nH]2)c1	3.9	2	4	-6	0.9	-3	-1	2	0.7	10	1.2
CN(C)c1nc2ccccc2n(C)c1=O	4.7	-10	-7	1	-0.6	0	-5	0	0.8	-2	-1.8
COCCN(C(=O)COC(=O)CCc1ccc(OC)cc1)c1c(N)n(Cc2ccccc2)c(=O)[nH]c1=O	3.6	7	-8	-20	1.4	2	-1	-2	0.9	1	2.4
C=CCn1c(SCc2nc3sc(C(=O)O)c(C)c3c(=O)[nH]2)nnc1-c1ccc(F)cc1	4.7	-10	-10	12	-1.2	-1	1	3	-0.2	1	0.7
CSc1ccc(CN(C)Cc2nc3ccccc3c(=O)[nH]2)cc1	3.7	3	-14	-13	-0.2	-2	-2	0	0.0	323	-0.3
CC(C(=O)c1ccc(Br)cc1)[n+]1cccc(NC(=O)c2ccccc2)c1 (stereo not drawn)	4.1	-7	2	6	2.3	2	0	-2	0.5	-8	-0.6
CCN(CC)CCCn1c2c(c(SCC(=O)N3CCc4ccccc43)nc1=O)CCC2	-1.8	0	10	-7	0.2	4	-2	-2	0.2	13	-2.6
Cc1ccccc1COc1ccc(-c2nnn(CC(=O)O)n2)cc1	3.0	6	1	11	/	0	-7	-3	2.1	6	/
NC(=O)CC(NC(=O)Cc1cccc2ccccc12)c1ccc(NC2CCN(Cc3ccccc3)CC2)c([N+](=O)[O-])c1 (stereo not drawn)	0.7	-3	3	/	-0.2	4	-2	/	0.3	-2	0.5
O=C(c1cnn2cccnc12)N1CCN(Cc2ccc3c(c2)OCO3)CC1	0.8	-4	11	16	0.4	1	7	1	-1.2	226	-1.8
Cc1ccc(CC(SCc2ccccc2)C(=O)O)cc1C (stereo not drawn)	0.9	-1	0	6	-2.1	3	-8	-2	1.9	5	5.1
Cc1noc(C)c1COC(=O)c1cc(F)c(F)cc1Cl	2.5	-16	-10	-11	-2.8	-2	-5	1	0.3	0	1.4
COc1ccc(-c2nsc(SCC(=O)NCc3ccc4c(c3)OCO4)n2)cc1	1.0	-4	0	-32	1.2	-5	-7	-2	-3.4	0	3.0
COc1ccc(S(=O)(=O)N(CC(=O)N/N=C/c2cccs2)c2cc(C)cc(C)c2)cc1OC	-0.6	3	-3	14	-3.4	-4	8	-4	-0.3	34	-1.8
COc1ccc(/C=N/NC(=S)Nc2ccccc2)cc1COc1ccc(Br)cc1	1.0	-5	-5	-9	1.3	-2	-1	-3	-0.3	-26	2.3
CN1C(=O)/C(=C/C=C2/CCCN2C)N(C)C1=S	6.2	1	8	0	-4.3	0	-2	0	0.2	-4	3.2
COc1cc(COc2ccc3c(C)c(Cc4ccccc4)c(=O)oc3c2C)cc(OC)c1OC	0.8	-7	-6	4	-1.9	-14	1	3	-0.1	-7	-0.2
Cc1ccc2cc3cc(C(=O)N4CCCCCC4)oc3nc2c1	/	-7	3	1	0.4	-2	-1	2	0.7	-9	0.7
O=C(NCc1ccccc1)c1ccc(Br)o1	5.1	-7	-9	-16	1.0	-4	?	0	2.0	9	4.2
O=C(CCn1ccnc1)Nc1cc(Cl)ccc1O	-1.2	-13	-8	3	-0.7	-4	-8	3	1.0	5	-0.4
CC(=O)c1c(N=CN(C)C)nc(C)nc1-c1ccccc1	3.6	-13	4	-25	2.5	-3	-8	10	-1.4	3	-1.6
O=C(COC(=O)COc1ccccc1F)Nc1cccc(S(=O)(=O)N2CCCCC2)c1	-0.1	-8	-5	8	-1.2	-1	-3	-3	1.5	1	0.5
Cc1ccc2nc(NC(=S)NC(=O)c3ccc(OC(C)C)cc3)sc2c1	1.8	-12	4	-9	-1.2	2	-2	3	-0.4	11	-2.1
COc1ccc(OCCCC(=O)Nc2ccc(OC)c(S(=O)(=O)N3CCOCC3)c2)cc1	-1.3	-11	-7	13	-0.5	-1	-11	-5	-0.6	1	3.4
CCN(CC)S(=O)(=O)c1ccc(Cc2ncc(C(F)(F)F)cc2Cl)s1	-0.3	-5	-18	2	0.5	-5	4	1	0.5	/	0.0
CCc1nccn1S(=O)(=O)c1cc(C)c(OC)cc1C	3.2	-4	-2	-13	-0.4	0	7	1	-0.9	6	1.3
CCCOc1ccc(C(=O)OCC(=O)c2c(N)n(C)c(=O)n(C)c2=O)cc1OCC	1.7	-1	2	-4	0.5	-1	4	2	-2.7	-4	4.6
CN1C(=O)Cc2cc(S(=O)(=O)N3CCN(c4cccc(Cl)c4)CC3)ccc21	2.6	-7	-10	13	-0.2	4	8	5	0.5	34	1.9
CCOc1ccccc1NC(=O)Cn1c(=O)sc2ccccc21	0.0	1	-5	9	1.6	0	-7	-4	1.8	38	-0.5
CCCCNC(=O)O[C@@H]1C[C@H]2CCC(=O)N3CC[C@@H](C1)[C@@H]23	3.0	5	-4	-37	0.3	-2	0	13	-1.4	247	4.4
O=C(Nc1cccc([N+](=O)[O-])c1)C1C2/C=C\CCCCC21 (stereo not drawn)	2.0	-7	0	-4	0.2	-4	1	5	-2.8	-2	0.2
Cc1ccc(-n2c(C)nn(-c3ncc(C(F)(F)F)cc3Cl)c2=O)cc1	2.4	-3	1	-20	-0.2	3	-5	2	0.6	-15	3.9
Cc1nc2cc(NC(=O)N3CCCCC3)ccc2n1C	0.7	-2	6	8	1.2	0	-4	0	-0.2	-5	3.3
Nc1nc2n(n1)C(c1ccc(F)cc1)CC(c1ccc(F)cc1)N2 (stereo not drawn)	1.9	-11	1	2	2.9	-1	-1	-4	0.0	-12	2.2
O=C(Oc1ccccc1N1C(=O)CCC1=O)c1ccco1	4.8	2	-5	7	0.7	-2	0	-1	-2.1	-12	-0.1

Next structures follow.
Structure	phage Ecoli inh	PKA-R1A activ	PKA-R2B act	HTR5A inv ctr	Ecoli viability	DAGLB inhibitor	Tat transport	HTR5A ag ctr	CDK5 p35 inh	SUMO Mot1 rescue	AddAB inh
Cc1cc(C)c(NC(=O)NC(=O)c2ccc(F)cc2)c(C)n1	-0.5	-7	11	7	-1.1	0	3	5	-0.1	2	1.7
O=C(c1sccc1Br)N1CCN(Cc2ccc3c(c2)OCO3)CC1	0.8	-17	-5	4	0.2	0	-9	-4	-0.1	2	2.1
COc1ccc(Cl)cc1NC(=O)CSc1nnc(Cc2ccc(C)cc2)c(=O)[nH]1	1.9	-8	-13	-7	0.7	10	15	2	-0.7	-8	4.5
Cc1ccc(C)c(N2CCN(C(=O)c3cc(S(=O)(=O)N4CCOCC4)ccc3F)CC2)c1	0.3	-3	-2	8	-0.2	-3	10	-5	3.1	/	-2.7
O=C(O)c1ccc2c(c1)C(=O)N(c1ncccn1)C2=O	-1.3	-5	2	-40	-0.2	3	-2	-2	1.0	1	0.4
COc1ccc(-c2c(C)nn(-c3ccccc3)c2NC(C)=O)cc1OC	0.4	-2	-4	-1	0.8	0	3	0	0.4	3	0.6

No enrichment for hits (roughly 2.3% active in at least one column).
